NSD2 inh: NSD2 (human) methyltransferase inhibition | inhibition, % at 12.5 µM | NSD2 peptide methylation, AlphaScreen, 120 min | AID 743445 | actives 0.54% (n = 310,000); in the data active means inhibition above about 50%
DSG3 Ab inh: blocks pemphigus antibody binding to human desmoglein-3. P32926. DSG3-coupled beads, scFv-anti-DSG3-GFP binding, flow cytometry; active compounds read low. binding (percent of control), % at 10 µM. actives 0.48% (n = 310,000). AID 588358;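 active means binding more than 3 SD below its plate's average and above zero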;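 further: hits lower antibody fragment binding to DSG3; some compounds called inactive have numbers as strong as hits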
DAGLB inh: diacylglycerol lipase beta (human) inhibition; actives 0.059% (n = 340,000); inhibition, % at 5.17 µM; HEK293T DAGLB membrane lysate, EnzChek fluorogenic substrate; in the data active means inhibition above about 34%;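 further: 0% = enzyme with vehicle and 100% = wells lacking enzyme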
Arrestin-AP2 inh: human beta-arrestin and AP2 interaction inhibition | FITC-arrestin peptide / GST-AP2 beads, flow cytometry; AP2 beta2 appendage carries R879A mutation | inhibition, % at 10 µM | actives 0.31% (n = 340,000);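 active means inhibition above a set limit, near 3 SD of compounds lacking own fluorescence, cut at about 54% in these data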;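 further: plate controls were DMSO wells for no effect and 5 µM unlabelled arrestin peptide for full effect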
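system = GST-tagged AP2 beta2-adaptin appendage (R879A) on 4 µm glutathione beads | reagent = FITC-labelled arrestin peptide probe, 50 nM final | schedule = compound with beads 12 min RT, then probe 1 h RT | signal = HyperCyt-sampled flow cytometry, FL1 channel, ex 488/em 535 nm | read-out = percent response from loss of bead-bound FITC fluorescence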
Cardiac RTF inh: cardiac RTF calcium desensitization. P19429+P45379. IANBD-labeled cardiac RTF, Ca2+ fluorescence. inhibition, % at 7.15 µM. actives 0.12% (n = 340,000);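 active means inhibition above the mean inhibition of all tested compounds plus 3 SD, cut at about 17% in these data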;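 further: assay run at fixed EC70 calcium of 1.6 mM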
Keap1 Nrf2 FP: inhibitors of human Keap1-Nrf2 protein-protein interaction; inhibition, % at 9.4 µM; Keap1 Kelch-Nrf2 peptide fluorescence polarization, 1536-well; actives 0.15% (n = 340,000); in the data active means inhibition above about 12%;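 further: human Keap1 Kelch domain with fluorescein labeled Nrf2 9mer peptide probe; 0% = neutral control wells and 100% = peptide positive control; higher means more block of Keap1 binding to Nrf2 peptide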
Target sequence (Q14145 whole entry, looked up, the tested form may be a part): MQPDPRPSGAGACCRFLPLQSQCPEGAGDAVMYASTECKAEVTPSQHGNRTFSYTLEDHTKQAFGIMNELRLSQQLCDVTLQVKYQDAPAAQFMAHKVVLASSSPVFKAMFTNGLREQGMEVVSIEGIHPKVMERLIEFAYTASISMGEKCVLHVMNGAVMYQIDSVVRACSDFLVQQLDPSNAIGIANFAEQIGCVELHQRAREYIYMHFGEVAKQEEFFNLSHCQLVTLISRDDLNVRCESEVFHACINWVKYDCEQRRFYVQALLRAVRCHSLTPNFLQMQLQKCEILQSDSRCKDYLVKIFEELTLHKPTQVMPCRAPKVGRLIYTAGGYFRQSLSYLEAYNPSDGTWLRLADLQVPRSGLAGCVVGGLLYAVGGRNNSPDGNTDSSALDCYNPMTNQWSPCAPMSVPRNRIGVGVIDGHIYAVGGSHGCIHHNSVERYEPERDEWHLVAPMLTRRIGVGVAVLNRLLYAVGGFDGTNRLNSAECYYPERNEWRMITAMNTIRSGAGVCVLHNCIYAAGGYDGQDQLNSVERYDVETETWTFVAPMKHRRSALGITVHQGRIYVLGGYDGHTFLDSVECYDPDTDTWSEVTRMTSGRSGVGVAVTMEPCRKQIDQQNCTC
CAL PDZ FP-1: inhibitors of human CAL PDZ peptide binding | Q9HD26 | purified CAL PDZ, TMR-peptide fluorescence polarization, 1 h | inhibition, % at 20 µM | actives 0.02% (n = 330,000) | AID 504414;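 active means highest replicate inhibition of at least 40%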;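 further: plate controls were DMSO neutral control wells for no effect and unlabeled competitor peptide control wells for full effect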
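System: tagged CAL PDZ domain. Schedule: 1 h room-temperature incubation prior to read. Signal: fluorescence polarization (mP). Measure: percent inhibition from loss of millipolarization.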
V-ATPase pHluor: yeast V-ATPase proton transport regulation by pHLuorin | response, % at 10 µM | S. cerevisiae, pHLuorin cytosolic pH fluorescence | actives 0.37% (n = 350,000); in the data active means response mostly above about 7.3%, no sharp cut-off; inactive means mostly below about 5.4%; further: actives read high; inactives centre near 0; some compounds called inactive have numbers as strong as hits; reference of the scale not given here
LANA DNA inh: KSHV C-LANA DNA binding inhibition. MBP-C-LANA/FAM-LBS DNA binding, fluorescence polarization. inhibition, % at 9 µM. actives 0.078% (n = 340,000). AID 504423;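 active means highest replicate inhibition at or above 60% at 9 µM, even if other replicates fall short; inactive means all replicates below 60% inhibition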;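 further: 0% = neutral control wells and 100% = 4 µM acridine orange control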
CAL PDZ FP-2: blocks peptide binding to the human CAL PDZ domain; actives 0.92% (n = 300,000); purified CAL PDZ, TMR-peptide fluorescence polarization, 1 h; Q9HD26; inhibition, % at 24.9 µM; AID 602252;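 active means mean inhibition of at least 30% with at least half of replicates also reaching 30%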;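 further: 0% = DMSO neutral control and 100% = excess unlabeled competitor peptide PRC23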
An asterisk follows results filed as active; · = no result given.

molecule | Keap1 Nrf2 FP | CAL PDZ FP-1 | DSG3 Ab inh | Arrestin-AP2 inh | LANA DNA inh | NSD2 inh | CAL PDZ FP-2 | V-ATPase pHluor | Cardiac RTF inh | DAGLB inh
COc1cc(C(=O)NCCCOC(C)C)ccc1OC1CCN(C(C)=O)CC1 | -5 | -0.4 | 114 | -17 | -1.6 | 1 | -2 | 5 | -6 | 1
COCCCN1C(=O)C(O)=C(C(C)=O)C1c1ccccn1 (stereo not given) | 5 | -2.2 | 86 | -8 | -0.8 | -1 | 0 | 3 | 9 | -1
CCCCN(CCCC)CC(O)COc1ccc(Br)cc1 (stereo not given) | -3 | -3.3 | 96 | 31 | 0.8 | 7 | -2 | -4 | -4 | -3
COc1ccc(C(=O)N2CCN(Cc3ccccc3)CC2)cc1[N+](=O)[O-] | -2 | -0.5 | 110 | 28 | -0.8 | 1 | -2 | -3 | 7 | 1
COC(=O)NC1(C(F)(F)F)C(=O)Nc2c1c(=O)n(C)c(=O)n2C (stereo not given) | -4 | -0.5 | 109 | -2 | -2.8 | 1 | -2 | 0 | 3 | -2
Cc1nc(-c2ccccc2)c(Cc2ccccc2O)c(=O)[nH]1 | -4 | -1.4 | 97 | -5 | 3.8 | 2 | 0 | -2 | -4 | -1
CC(C)(C)c1ccc(OCC(=O)N(Cc2cccs2)C2CCS(=O)(=O)C2)cc1 (stereo not given) | 1 | -0.8 | 102 | 4 | 0.4 | · | · | -4 | -6 | 0
COc1cc2[nH]c(C(=O)NCCc3ccccc3)cc2c(OC)c1OC | -5 | -0.1 | 94 | -3 | 0.0 | 0 | -5 | 0 | -8 | -3
N#Cc1ccc(CN2CCN(C(=O)c3ccc(S(=O)(=O)NCc4ccco4)cc3)CC2)cc1 | -4 | 1.0 | 102 | -16 | -1.3 | -2 | · | 0 | -13 | 0
CCCc1nnc(NC(=O)OCC)s1 | 2 | 0.0 | 100 | 11 | 4.5 | 1 | -1 | 0 | 0 | 0
Cn1nc(C(F)(F)F)c(-c2cccc(C(F)(F)F)c2)c1NC(=O)CSCC(=O)O | 2 | -0.2 | · | 16 | 0.1 | -4 | -5 | -2 | -2 | 1
Cc1ccc(C(=O)NC2CC(C)(C)NC(C)(C)C2)cc1Cl | 0 | 0.5 | 117 | 24 | -0.9 | -2 | -4 | 3 | 4 | -1
COc1c2ccccc2c(OC)c2ccccc12 | 3 | -2.2 | 80 | 17 | -1.4 | 1 | 0 | -3 | -11 | -2
CSCCC(NC(=O)COc1ccccc1)C(=O)OCCOc1ccc(F)cc1 (stereo not given) | 1 | -3.1 | 105 | 21 | 1.1 | -4 | -1 | -3 | 0 | -4
CCc1[nH]nc2c1C(c1ccsc1)C(C#N)=C(N)O2 (stereo not given) | -3 | -0.6 | 101 | -3 | 0.4 | -2 | -3 | -2 | -4 | 2
O=C(CSc1nnc(SCc2ccc(Cl)cc2)s1)N1CCOCC1 | 5 | · | 78 | -6 | -0.8 | -7 | -6 | -3 | -9 | 0
CCOc1cc(C(=S)N2CCOCC2)ccc1OS(=O)(=O)c1ccccc1[N+](=O)[O-] | 2 | -2.4 | 81 | 20 | -1.8 | 1 | 0 | -1 | 7 | -2
CCOc1ccc(C(=O)Nc2cc(Cl)ccc2-n2cncn2)cc1OC | 2 | -3.2 | 106 | -3 | 0.3 | -2 | -5 | -4 | -10 | -1
Cc1c(NC(=O)c2cc3nc(-c4ccc(Br)cc4)cc(C(F)(F)F)n3n2)c(=O)n(-c2ccccc2)n1C | 1 | -1.3 | 84 | 19 | -1.5 | -1 | -2 | -2 | -7 | -2
CN(CC(=O)Nc1ccc(F)c(F)c1F)C(=O)C1CCCN1C(=O)c1cccs1 (stereo not given) | · | · | 103 | · | · | 4 | · | 1 | · | 0
COc1cc(Cl)ccc1OCc1cc(C(=O)N2CCN(C3CCCCC3)CC2)no1 | · | · | 113 | · | · | 4 | · | -2 | · | -1
CC1CCc2nn(CC(=O)NCCN3CCOCC3)cc2C1 (stereo not given) | 2 | -0.3 | 107 | 0 | 0.0 | · | · | 2 | -13 | 2
COc1ccc2[nH]c(=S)[nH]c2c1 | 5 | -0.6 | 102 | 3 | -0.1 | 0 | -2 | -1 | -2 | -4
COc1ccccc1N/C(=N/S(=O)(=O)c1ccc(C)cc1)c1ccc(Cl)cc1 | -3 | -3.2 | 107 | -7 | 0.6 | 0 | -5 | 5 | -2 | -4
Cc1cccnc1NC(=O)CCNS(=O)(=O)c1ccc2c(c1)c(=O)n(C)c(=O)n2C | -2 | -0.5 | 102 | 0 | -0.2 | 1 | · | 0 | 5 | 2
CCCn1cnc2c(c1=O)c1nc3ccccc3nc1n2CCc1ccccc1 | -2 | -2.3 | 107 | 2 | -0.3 | 1 | -4 | 2 | -2 | 4
Clc1ccc(CSc2nnc(-c3ccncc3)o2)cc1 | 2 | 0.3 | 98 | 0 | -0.3 | 12 | -1 | -1 | -6 | -3
CCc1cc(/C(Cc2ccc3ccccc3n2)=N\O)c(O)cc1O | 0 | -0.6 | 86 | 10 | -0.9 | 0 | -2 | 1 | -5 | -2
O=C(CN1C(=O)NC2(CCCCC2)C1=O)N(Cc1ccco1)Cc1cccs1 | -1 | -1.6 | 94 | 4 | 0.6 | 3 | -3 | 1 | -13 | 0
CCN(CC(=O)Nc1ccc2c(c1)OCO2)CC(=O)Nc1ccccc1C(F)(F)F | -1 | -0.1 | 102 | -5 | 0.5 | -1 | 0 | 3 | 0 | -1
CC(C)(C)c1ccc(C(=O)N2CCC(C(=O)NC3CC3)CC2)cc1 | -5 | -1.5 | 106 | 16 | 1.0 | -10 | -2 | 1 | 1 | -3
CCCc1cc(=O)[nH]c(SCc2ccccc2)n1 | -2 | -0.6 | · | 19 | -1.2 | -1 | -5 | -2 | 17 | -6
Nc1ncnc(NNC(=O)CNC(=O)c2c(F)cccc2Cl)c1[N+](=O)[O-] | 0 | -0.4 | 89 | 3 | 1.3 | 1 | -11 | 1 | -4 | 2
O=C(Cn1cnc2c(nnn2-c2ccccc2)c1=O)NCC1CCCO1 (stereo not given) | -1 | 1.0 | 108 | 0 | 1.4 | · | 3 | 3 | -1 | -2
C#CCOCCOCCOCCNc1nc(N2CCN(C(=O)CCCCCCCCCCNC(=O)Cn3cc(CCCCCN)nn3)CC2)nc(N2CCN(C(=O)CCCCCCCCCCNC(=O)[C@@H](CCSC)n3cc(CCO)nn3)CC2)n1 | -15 | -0.9 | · | -5 | -4.6 | · | -1 | -3 | -2 | -2
CCN(CC)C(=O)NC1CC(=O)N(c2ccc(OC)cc2)C1 (stereo not given) | 5 | -0.8 | 104 | 26 | 0.9 | -2 | · | -6 | -9 | -4
Cc1cccc(C(=O)N2CCCC(Nc3ccc(C)c(C)c3)C2)n1 (stereo not given) | 2 | -2.2 | 102 | -1 | -1.0 | -2 | -3 | 1 | 0 | 1
COc1cccc(C(c2nnnn2Cc2ccccc2)N2CCN(C(=O)c3ccco3)CC2)c1OC (stereo not given) | -3 | -0.2 | · | 0 | -1.3 | 2 | -1 | 5 | -1 | 0
CC1(C)N([O-])c2cc([N+](=O)[O-])ccc2[N+]1=O | · | · | 101 | 37 | · | 85* | · | 2 | · | ·
Cc1nnc(SC(C)C(=O)N(C)C2CCCCC2)n1N (stereo not given) | -5 | 0.3 | 106 | 13 | 0.6 | 1 | -1 | 7.1* | -4 | -2

Quoted from the entries so far, three compounds:
molecule | Keap1 Nrf2 FP | CAL PDZ FP-1 | DSG3 Ab inh | Arrestin-AP2 inh | LANA DNA inh | NSD2 inh | CAL PDZ FP-2 | V-ATPase pHluor | Cardiac RTF inh | DAGLB inh
Nc1ncnc(NNC(=O)CNC(=O)c2c(F)cccc2Cl)c1[N+](=O)[O-] | 0 | -0.4 | 89 | 3 | 1.3 | 1 | -11 | 1 | -4 | 2
O=C(Cn1cnc2c(nnn2-c2ccccc2)c1=O)NCC1CCCO1 (stereo not given) | -1 | 1.0 | 108 | 0 | 1.4 | · | 3 | 3 | -1 | -2
C#CCOCCOCCOCCNc1nc(N2CCN(C(=O)CCCCCCCCCCNC(=O)Cn3cc(CCCCCN)nn3)CC2)nc(N2CCN(C(=O)CCCCCCCCCCNC(=O)[C@@H](CCSC)n3cc(CCO)nn3)CC2)n1 | -15 | -0.9 | · | -5 | -4.6 | · | -1 | -3 | -2 | -2

(list continues)
molecule | Keap1 Nrf2 FP | CAL PDZ FP-1 | DSG3 Ab inh | Arrestin-AP2 inh | LANA DNA inh | NSD2 inh | CAL PDZ FP-2 | V-ATPase pHluor | Cardiac RTF inh | DAGLB inh
CCN1CCN(Cc2nc3ccc([N+](=O)[O-])cc3c(=O)n2-c2ccc(OC)cc2OC)CC1 | 0 | 0.1 | 93 | 11 | -0.3 | 4 | -1 | 0 | -12 | 0
Cc1ccc(S(=O)(=O)N2c3ccc(S(N)(=O)=O)cc3CC2C)cc1 (stereo not given) | 0 | -2.1 | 99 | -2 | 0.3 | 0 | -1 | -5 | 1 | -2
COc1cc2c(cc1OC)CN(CC(=O)Nc1ccc(C)cc1)CC2 | -3 | -1.1 | 105 | 6 | -0.1 | 4 | -4 | -2 | -6 | -2
O=C(CCN1C(=O)C2C3C=CC(C3)C2C1=O)NCc1cccnc1 (stereo not given) | -7 | -0.1 | 106 | 5 | 0.2 | -1 | -3 | 3 | 1 | 0
O=C(N/N=C/C=C/c1ccccc1[N+](=O)[O-])c1cccs1 | 5 | -0.6 | 99 | -6 | 1.1 | 1 | -4 | 1 | -9 | -1
Nc1ccc(CN2CCCCCC2)cc1 | -4 | -0.1 | 124 | 7 | -3.6 | 0 | -1 | -8 | 2 | -4
CCOc1ccc(CCNC(=O)COC(=O)c2oc3ccccc3c2COC)cc1OCC | 1 | 0.4 | 106 | -1 | -0.1 | -1 | -7 | 3 | -11 | -2
CCC(C(=O)NC1CCCC1)N(Cc1ccco1)C(=O)CNS(=O)(=O)c1ccccc1 (stereo not given) | -1 | -0.3 | 100 | -3 | -1.5 | -1 | 0 | -3 | -10 | -1
CCn1cc(Br)c(C(=O)Nc2ccc(OC)cc2)n1 | -11 | -0.1 | 110 | 8 | -0.2 | -3 | -2 | -1 | -10 | 0
CC(=O)N1c2ccc(S(=O)(=O)N(C)CC(=O)NCc3ccc(C)cc3)cc2CC1C (stereo not given) | -1 | -1.4 | · | 0 | -2.8 | -9 | -6 | -1 | -2 | 4
CNC(=S)NN=C(C)c1ccc(OC)cc1O | -6 | -0.1 | · | -8 | -1.3 | 2 | -1 | 3 | -9 | 2
Cc1nc2c(C)cccn2c1/C(O)=C1\C(=O)C(=O)N(CCN(C)C)C1c1ccncc1 (stereo not given) | 3 | -1.1 | 99 | 5 | -0.4 | 0 | 0 | 3 | -7 | 4
CCOc1cc(CNc2ccccc2)cc(Br)c1OCC(=O)NC(C)(C)C | -1 | -2.6 | 102 | 4 | -2.0 | 4 | -2 | -3 | 2 | -8
CC(=O)c1cccc(NC(=O)CSc2n[nH]c(-c3ccncc3)n2)c1 | 0 | -0.3 | 99 | 1 | -4.3 | 0 | 0 | -2 | -7 | -2
O=C(O)c1ccc(Nc2nc3ccccc3nc2NS(=O)(=O)c2ccc(F)cc2)cc1 | -6 | -1.3 | · | 9 | 1.0 | -6 | -2 | 1 | 1 | 10

The list is partial (hit frequency here may not be typical).
